# Screening results from PubChem.
# ASAP1 inh = blocks human ASAP1-stimulated Arf1 GTP hydrolysis; inhibition, % at 16.5 µM; GDP FP detection; AID 624377; actives 0.19% (n = 360,000); in the data active means inhibition above about 25%;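 further: 0% = vehicle with enzyme and substrate and 100% = no enzyme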
# PLC-gamma1 inh = inhibitors of human phospholipase C gamma1; purified PLC-gamma1, fluorogenic substrate, fluorescence; inhibition, % at 12.2 µM; actives 0.84% (n = 370,000); AID 720700; in the data active means inhibition above about 9.5%
# UHRF1 MBD2 ctr = blocks human UHRF1 binding to methylated DNA; Q96T88; UHRF1 binding to methylated oligo, TR-FRET; inhibition, % at 4.4 µM; actives 0.75% (n = 370,000); AID 687016; in the data active means inhibition above about 21%;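 further: UHRF1 SRA domain binding a hemimethylated CpG hairpin DNA probe; 0% = median of test compound wells and 100% = reference inhibitor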
# DDE Tn6 FP inh = disrupts Tn6 cyclic peptide binding to fibrin D-Dimer-E complex. actives 0.21% (n = 370,000). Fibrin DD(E) TRITC-Tn6 fluorescence polarization displacement. AID 720509. P02675. inhibition, % at 8.3 µM;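 active means inhibition above a per-campaign cutoff: mean of compounds within control limits plus 3 SD, cut at about 15% in these data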;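 further: 0% = median of all compound wells on the plate and 100% = blocking peptide control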
# proKLK7 act = activators of human kallikrein-7 zymogen | purified proKLK7, EDANS-DABCYL substrate fluorescence; 100% is mature enzyme control, 0% vehicle | actives 0.9% (n = 370,000) | AID 652039 | activation, % at 7 µM;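 active means activation above the mean of all tested compounds plus 3 SD, computed per campaign excluding outliers beyond control limits, cut at about 13% in these data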
# Target sequence (P49862 whole entry, looked up): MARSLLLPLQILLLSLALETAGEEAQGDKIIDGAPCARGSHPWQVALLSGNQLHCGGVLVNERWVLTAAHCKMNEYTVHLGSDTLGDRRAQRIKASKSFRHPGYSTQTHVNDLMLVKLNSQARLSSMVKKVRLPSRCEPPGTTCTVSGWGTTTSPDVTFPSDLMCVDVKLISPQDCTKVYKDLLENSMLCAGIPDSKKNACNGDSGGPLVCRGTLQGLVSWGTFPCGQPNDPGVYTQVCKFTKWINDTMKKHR
# ARFGAP1 inhibitor = inhibits rat ARF GTPase activating protein 1. Arfgap1-stimulated ARF1 GTP hydrolysis, GDP FP detection. inhibition, % at 16.5 µM. actives 0.26% (n = 360,000);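 active means inhibition above a per-plate limit, mean inhibition of low control wells plus 3 SD, cut at about 25% in these data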;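 further: 0% = DMSO wells with enzyme and 100% = wells lacking Arfgap1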
# Target sequence (Q62848 1-136 limits assumed): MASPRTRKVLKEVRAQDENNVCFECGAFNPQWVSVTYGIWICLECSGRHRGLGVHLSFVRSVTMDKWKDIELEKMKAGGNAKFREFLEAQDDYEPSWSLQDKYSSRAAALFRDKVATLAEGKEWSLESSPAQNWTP
#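 Material: rat Arfgap1 GAP domain (His6, aa 1-136), purified enzyme. Also added: human ARF1(Δ1-17)-GTP substrate. Compound dosing: 16.5 µM single point, 1.26% DMSO. Timing: enzyme reaction 120 min at 25 °C after 20 min preincubation. Signal: GDP detection by fluorescence polarization. Read-out basis: percent inhibition of GAP-stimulated GDP formation, scaled between DMSO and no-Arfgap1 medians.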
# MBD2 inh = blocks human MBD2 binding to methylated DNA; actives 0.31% (n = 370,000); inhibition, % at 4.4 µM; TR-FRET, MBD2 binding to methylated oligonucleotide; Q9UBB5; in the data active means inhibition above about 13%
# Target sequence (Q9UBB5 whole entry, looked up): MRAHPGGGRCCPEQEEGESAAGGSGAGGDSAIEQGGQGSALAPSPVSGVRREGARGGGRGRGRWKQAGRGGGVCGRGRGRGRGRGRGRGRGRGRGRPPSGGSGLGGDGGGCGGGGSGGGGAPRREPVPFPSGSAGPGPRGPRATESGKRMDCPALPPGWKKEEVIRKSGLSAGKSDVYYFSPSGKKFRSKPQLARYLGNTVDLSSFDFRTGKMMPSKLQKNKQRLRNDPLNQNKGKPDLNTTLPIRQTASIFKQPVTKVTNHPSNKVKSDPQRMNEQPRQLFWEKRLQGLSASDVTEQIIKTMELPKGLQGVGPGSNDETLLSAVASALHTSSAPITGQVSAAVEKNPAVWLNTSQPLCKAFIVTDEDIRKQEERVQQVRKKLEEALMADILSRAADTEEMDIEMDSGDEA
# ADAM17 inh = inhibits human ADAM17; recombinant ADAM17, EDANS/DABCYL FRET peptide cleavage; actives 0.83% (n = 370,000); inhibition, % at 6.95 µM; P78536;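 active means inhibition above the mean of compounds lying between control limits plus 3 SD, set per campaign, cut at about 8.5% in these data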;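 further: 0% = DMSO-only wells as the low control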
# Tn7 DDE FP = disrupts Tn7 cyclic peptide binding to fibrin D-Dimer-E complex. P02675. FP displacement of FITC-Tn7 peptide from fibrin DD(E); 0% = median of compound wells per plate. inhibition, % at 8.3 µM. actives 0.13% (n = 370,000);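 active means inhibition above the mean of compounds falling within the control limits plus 3 SD of them, cut at about 14% in these data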;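 further: 0% = plate median of compound wells and 100% = 10 µM Aha-Tn7 peptide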
#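 System: human fibrin DD(E); quantity: Fibrin-DD(E) at 2 µM final; also added: fluorescent Tn7 probe at 0.1 µM; compound dosing: single nominal test concentration of 8.3 µM per compound; schedule: 10 min preincubation, 3 h with tracer, room temperature; detection: fluorescence polarization of the labelled Tn7 tracer; repeats: one replicate per compound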
# PLCb3 inh = PLC-beta3 (human) inhibition, primary screen. Q01970. Purified PLC-beta3, fluorogenic substrate, fluorescence. inhibition, % at 12.2 µM. actives 0.18% (n = 370,000). AID 720704; in the data active means inhibition above about 11%;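 further: 0% = median of compound wells on plate and 100% = full blocker control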
# Starred values were filed as active, the others as inactive; i = inactive; nt = no result given.
SMILES,ASAP1 inh,PLC-gamma1 inh,UHRF1 MBD2 ctr,DDE Tn6 FP inh,proKLK7 act,ARFGAP1 inhibitor,MBD2 inh,ADAM17 inh,Tn7 DDE FP,PLCb3 inh
O=C(NC1CCCCC1)C(c1ccccc1)n1c(=O)c(-c2ccco2)nc2ccccc21 (stereo unspecified),3,-119,-4,2,-3.5,0,4,-90,3,-177
CC(C)CNC(=O)C1(C)CCN1C(=O)c1ccc(C(C)(C)C)cc1 (stereo unspecified),-4,0,1,-7,0.1,-4,2,0,-6,0
Cc1ccsc1/C=N/NC(=O)Nc1ccccc1,13,8,2,-2,0.0,2,0,5,-11,3
O=C(NC1CC1)C1=C[C@@H](C2CC2)C[C@@H](OCc2ccc(CO)cc2)O1,-9,-2,0,3,0.3,1,1,-3,6,-1
CCOC(=O)c1c(C)[nH]c(C)c1C(=O)CSc1nnc(-c2cc(OC)c(OC)c(OC)c2)o1,0,0,-2,6,-0.1,0,1,1,5,0
COCCN1C2=C(C(=O)CC(C)(C)C2)C(c2ccc(OC)c(OC)c2)C2=C1CC(C)(C)CC2=O,9,-7,-3,1,0.9,-12,-1,-6,-3,-12
O=C(Nc1cccc2ccccc12)N(c1ccccc1)c1ccccc1,10,-27,-2,3,-3.3,-1,4,-24,8,-36
COc1ccc(OC)c(-c2csc(NC(=O)CSCc3c(C)noc3C)n2)c1,15,0,3,4,1.3,-4,-5,-1,-6,-16
O=C(Nc1ccc(S(=O)(=O)NCC2CCCO2)cc1)c1ccc(Cl)cc1[N+](=O)[O-] (stereo unspecified),-2,5,3,-3,0.4,-3,-6,0,-4,4
Cc1ccc(C(=O)Cn2c3[n+](c4ccccc42)CC(O)CS3)cc1 (stereo unspecified),7,1,4,-10,-0.2,13,7,-10,2,-3
O=C(COC(=O)C1CCN(S(=O)(=O)c2ccc3c(c2)OCCO3)CC1)NC1CCCCC1,-17,0,0,-5,0.2,-3,1,-2,-2,0
CCNC(=O)Nc1cc(S(=O)(=O)N2CCOCC2)ccc1N1CCCCC1,1,0,-4,-6,-0.2,12,0,2,0,1
CCCCN(C(=O)C(C)(C)Oc1ccc(Cl)cc1)c1c(N)n(CCC)c(=O)[nH]c1=O,1,0,-2,9,0.6,4,-1,-5,4,-8
C1CCN(C2CCN(c3nc4nonc4nc3N3CCSCC3)CC2)C1,16,3,-2,4,0.5,4,3,1,-2,2
FC(F)(F)c1ccc(NC(=S)NCc2ccccc2)cc1,-9,3,0,-4,-0.1,3,0,5,0,2
COC(=O)c1ccc(NC(=O)CSc2nc3[nH]ncc3c(=O)[nH]2)cc1,0,-4,4,6,0.1,3,2,-1,1,-1
CCOC(=O)c1cc2nc(-c3ccco3)cc(C(F)(F)F)n2n1,-12,i,-3,-8,19*,-4,-4,-180,-3,i
COc1ccc(OC)c(/C=N/NC(=O)C(O)c2ccccc2)c1 (stereo unspecified),-3,i,-1,9,41*,9,3,i,3,i
O=C1[C@H]2[C@@H](c3ccc(F)cc3)N3C(=O)N(c4cccc(Br)c4)C(=O)[C@@]3(Cc3ccc(Cl)cc3)[C@H]2C(=O)N1C1CCCCC1,8,0,2,1,-0.4,3,-7,-1,12,0
C(=N\n1cnc2ccccc21)/c1cccnc1,-6,3,-3,-12,0.0,25*,2,-1,-3,2

# The closing three entries of the part before lead into the next.
SMILES,ASAP1 inh,PLC-gamma1 inh,UHRF1 MBD2 ctr,DDE Tn6 FP inh,proKLK7 act,ARFGAP1 inhibitor,MBD2 inh,ADAM17 inh,Tn7 DDE FP,PLCb3 inh
COc1ccc(OC)c(/C=N/NC(=O)C(O)c2ccccc2)c1 (stereo unspecified),-3,i,-1,9,41*,9,3,i,3,i
O=C1[C@H]2[C@@H](c3ccc(F)cc3)N3C(=O)N(c4cccc(Br)c4)C(=O)[C@@]3(Cc3ccc(Cl)cc3)[C@H]2C(=O)N1C1CCCCC1,8,0,2,1,-0.4,3,-7,-1,12,0
C(=N\n1cnc2ccccc21)/c1cccnc1,-6,3,-3,-12,0.0,25*,2,-1,-3,2
c1ccc2c(c1)CCCN2Cc1nnc2n1CCCCC2,14,-34,0,-2,-0.1,3,3,-7,12,-45
O=C(Nc1ccc(Nc2ccccc2)cc1)c1ccc(Cl)cc1,-10,-10,-1,-6,0.5,-4,3,3,7,-23
COC(=O)[C@]12CCCCC=C1N(CCc1ccc(OC)c(OC)c1)C(=O)[C@H](CC(=O)N1CCOCC1)C2,2,-2,-2,7,0.9,5,0,-6,2,1
Cc1cccc(C(=O)OCC(=O)Nc2nnc(-c3ccccc3)o2)c1O,1,-2,-2,6,0.6,-3,2,-5,3,-7
O=C(/C=C/c1ccc(Cl)c([N+](=O)[O-])c1)Nc1ccc(N2CCCC2)c(Cl)c1,0,0,-1,-1,-0.5,1,-4,0,11,1
CN1CCN(c2ccccc2NC(=O)c2ccc(Br)o2)CC1,9,1,0,0,0.2,5,-7,-2,0,-1
COc1ccc(C=NNC(=O)CCCC(=O)NN=Cc2ccc(OC)c(OC)c2)cc1OC,11,-9,11,-4,0.5,1,4,-3,-7,-8
CCN(C[C@H]1N[C@@](C)(C(=O)OC)[C@H]2C(=O)N(Cc3ccccc3)C(=O)[C@@H]12)C(=O)c1ccccc1,8,-1,0,3,-0.8,5,4,-2,-1,4
Cc1ccc2cccc(OCc3ccccc3)c2n1,-2,-40,-1,-2,0.5,-7,4,-5,-1,-43
CC(C)NC(=O)CN(C(=O)CCC(=O)Nc1ccccn1)c1ccc(F)c(Cl)c1,-16,-1,-1,5,-0.3,8,0,-4,-6,1
Oc1cccc(/C=N/N2CCN(c3ccccn3)CC2)c1,6,4,-3,-1,0.1,4,-3,-1,-7,-6
CCN1C(=O)[C@@H]2[C@@H](c3ccc(-c4cccc(Cl)c4)c(OC)c3)N3CCCC[C@@]3(C(=O)OC)[C@@H]2C1=O,8,6,2,-1,0.3,-5,-2,9.9*,-11,5
COC(=O)c1[nH]c2cc(C)ccc2c1NC(=O)CN1CCN(c2ccccc2OC)CC1,5,-9,-3,-2,-1.1,-5,-1,-4,1,-7
N#Cc1ccc(Sc2nc3ccccc3[nH]2)cc1C#N,-5,-2,0,10,-0.2,-3,0,0,1,-2
O=C(CN1CCCC1)Nc1ccc(Cl)cc1C(F)(F)F,0,-1,-1,4,0.7,3,4,0,0,3
O=C(NC1CCCC1)c1ccc(CS(=O)Cc2ccc(Cl)cc2)o1 (stereo unspecified),-5,-2,2,4,-0.2,-10,3,-2,-4,-6
Cc1ccc(/C=N/NC(=O)NC23CC4CC(CC(C4)C2)C3)o1,4,2,-4,-3,-0.3,3,-1,3,-6,-2
Cn1c(N2CCN(c3ccccn3)CC2)nc2c1c(=O)n(Cc1ccccc1Cl)c(=O)n2C,-2,-1,1,0,-0.6,-8,0,-3,2,3
O=C(NC12CC3CC(CC(C3)C1)C2)c1ccc(-c2cccc(Cl)c2)o1,-7,4,21*,3,-4.2,5,8,1,0,3
CCn1c(COc2ccc(Cl)cc2)nnc1SCC(=O)Nc1ccc(Oc2ccccc2)cc1,nt,-2,10,1,0.1,nt,2,0,1,1

# Brought forward from above: 6 entries; new compounds follow.
SMILES,ASAP1 inh,PLC-gamma1 inh,UHRF1 MBD2 ctr,DDE Tn6 FP inh,proKLK7 act,ARFGAP1 inhibitor,MBD2 inh,ADAM17 inh,Tn7 DDE FP,PLCb3 inh
O=C(CN1CCCC1)Nc1ccc(Cl)cc1C(F)(F)F,0,-1,-1,4,0.7,3,4,0,0,3
O=C(NC1CCCC1)c1ccc(CS(=O)Cc2ccc(Cl)cc2)o1 (stereo unspecified),-5,-2,2,4,-0.2,-10,3,-2,-4,-6
Cc1ccc(/C=N/NC(=O)NC23CC4CC(CC(C4)C2)C3)o1,4,2,-4,-3,-0.3,3,-1,3,-6,-2
Cn1c(N2CCN(c3ccccn3)CC2)nc2c1c(=O)n(Cc1ccccc1Cl)c(=O)n2C,-2,-1,1,0,-0.6,-8,0,-3,2,3
O=C(NC12CC3CC(CC(C3)C1)C2)c1ccc(-c2cccc(Cl)c2)o1,-7,4,21*,3,-4.2,5,8,1,0,3
CCn1c(COc2ccc(Cl)cc2)nnc1SCC(=O)Nc1ccc(Oc2ccccc2)cc1,nt,-2,10,1,0.1,nt,2,0,1,1
CCOC(=O)C1C(C#N)=C(N)OC(C)=C1c1ccncc1 (stereo unspecified),2,-3,-1,3,0.1,3,-2,-2,-1,0
Cc1ccc2cc(CCNC(=O)CC(C)C)c(=O)[nH]c2c1,-11,0,0,-3,0.2,-1,3,-5,1,2
COc1ccc(-c2coc3cc(O)ccc3c2=O)cc1O,10,-92,2,-5,1.7,12,-1,-38,-4,-117
O=C(COC(=O)CNC(=O)c1ccc(F)cc1)Nc1cccc(S(=O)(=O)N2CCCC2)c1,-12,2,1,5,-0.5,2,2,-6,11,5
N=C1/C(=C\c2ccc(Br)o2)C(=O)N=C2SC(CC(=O)N3CCCCC3)=NN12,-7,-14,14,-6,-0.1,-1,-4,-4,-4,-25
OC(COC(c1ccc(Cl)cc1)c1ccc(Cl)cc1)CN1CCc2ccccc2C1 (stereo unspecified),4,0,-5,-10,0.3,5,-4,7,0,2
O=c1ccncn1C1OC(CO)C(O)C1O (stereo unspecified),5,3,3,9,0.2,2,2,-4,3,-5
CCn1nnnc1SCC(=O)N(C)C1CCS(=O)(=O)C1 (stereo unspecified),4,0,-1,-5,0.3,-7,-3,1,4,-3
Cc1nnc(SCC(=O)N2CCOCC2)s1,-6,5,-2,1,-0.3,4,5,0,-4,4
C[C@@H]1CN([C@@H](C)CO)C(=O)c2cc(C#Cc3ccccc3)cnc2O[C@@H]1CN(C)Cc1ccccn1,-2,-15,10,3,-0.3,3,-3,0,-1,-18
O=C(NCCCN1CCCC1=O)Nc1ccccc1F,6,11*,5,-5,-0.3,17,6,-6,-4,-6
O=C(CCNS(=O)(=O)c1ccc(Br)cc1)NCc1cccs1,-8,-1,1,-2,-0.1,9,4,-1,7,4
CCOC(=O)C1=C(C)NC(=O)NC1c1c(OCC(=O)N2CCCCC2)ccc2ccccc12 (stereo unspecified),1,-4,0,0,0.2,-1,-1,-6,0,-2
